MEKK3 PB1 HTS – modulators (inhibitors or enhancers) of MEK5 binding to human MEKK3 PB1 domain; bead-based flow cytometry, Alexa488-MEK5 binding to MEKK3; actives lie on both sides; 0 = blocked by unlabeled MEK5, 100 = vehicle; binding response (% of control), % at 10 µM; 290,000 tested, 1.4% active; AID 1529;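 active = binding response more than 3 SD above or below the average of its plate-row segment, actives on both sides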;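 note: Alexa488 bead fluorescence after subtracting the streptavidin-only scavenger bead signal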
Target sequence (Q99759 whole entry, looked up, the tested form may be a part): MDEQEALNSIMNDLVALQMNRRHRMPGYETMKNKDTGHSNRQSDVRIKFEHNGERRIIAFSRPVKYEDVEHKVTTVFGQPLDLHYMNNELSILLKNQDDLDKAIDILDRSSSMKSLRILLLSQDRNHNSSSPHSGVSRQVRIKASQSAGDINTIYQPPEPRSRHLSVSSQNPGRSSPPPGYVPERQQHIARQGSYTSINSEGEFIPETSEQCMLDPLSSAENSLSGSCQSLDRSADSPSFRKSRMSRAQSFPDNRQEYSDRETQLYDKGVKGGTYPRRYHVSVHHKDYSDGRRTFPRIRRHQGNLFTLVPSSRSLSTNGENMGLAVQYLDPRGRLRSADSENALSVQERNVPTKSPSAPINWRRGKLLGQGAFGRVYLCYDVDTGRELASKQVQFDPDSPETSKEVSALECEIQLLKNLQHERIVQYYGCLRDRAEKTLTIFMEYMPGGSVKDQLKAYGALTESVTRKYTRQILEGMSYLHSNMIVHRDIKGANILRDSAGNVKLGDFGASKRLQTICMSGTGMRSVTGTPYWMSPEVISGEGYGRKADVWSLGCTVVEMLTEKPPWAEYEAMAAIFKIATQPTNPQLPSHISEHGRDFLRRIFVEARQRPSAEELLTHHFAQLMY
MEKK2mut PB1 HTS – signal of MEK5 binding to mutant human MEKK2 PB1 domain. 290,000 tested, 0.35% active. bead flow cytometry, Alexa488-MEK5 binding to MEKK2 mutant. percent response, % at 10 µM; in the data active = percent response above about 24%, passing the limit was not always enough; note: inactives centre near 1; some results filed as inactive read as strong as hits; reference of the scale not given here
OXTR agonist – agonists of human oxytocin receptor; CHO-OTR cells, Fluo-8 calcium fluorescence; normalized: DMSO 0%, oxytocin 100%; 320,000 tested, 0.32% active; activation, % at 3 µM;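 active = activation above the mean of all tested compounds plus 3 SD, cutoff set per screening run, cut at about 20% in these data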;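 note: peak over basal fluorescence ratio from a 100 s FLIPR kinetic read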
MEKK2wt PB1 HTS – raises or lowers MEK5 binding to wildtype human MEKK2 PB1 domain. bead flow cytometry, Alexa488-MEK5 binding to MEKK2 WT; actives lie on both sides. binding response (% of control), % at 10 µM. 290,000 tested, 1.1% active; in the data active = binding response below about 67% or above about 130%
GalR3 antag – human GalR3 antagonism; O60755; HEK293 GalR3-CNG cAMP membrane potential fluorescence; galR3 body fused to GalR1 C-terminus; inhibition, % at 3 µM; 360,000 tested, 0.44% active; AID 651719;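 active = inhibition above the screen-wide average plus 3 SD, cut at about 13% in these data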;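 note: forskolin and galanin both at EC90 stimulate the cells; cAMP rise reported by CNG channel membrane potential dye signal; 0% = forskolin plus galanin with DMSO and 100% = forskolin alone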
Target sequence (O60755 1-299 limits assumed): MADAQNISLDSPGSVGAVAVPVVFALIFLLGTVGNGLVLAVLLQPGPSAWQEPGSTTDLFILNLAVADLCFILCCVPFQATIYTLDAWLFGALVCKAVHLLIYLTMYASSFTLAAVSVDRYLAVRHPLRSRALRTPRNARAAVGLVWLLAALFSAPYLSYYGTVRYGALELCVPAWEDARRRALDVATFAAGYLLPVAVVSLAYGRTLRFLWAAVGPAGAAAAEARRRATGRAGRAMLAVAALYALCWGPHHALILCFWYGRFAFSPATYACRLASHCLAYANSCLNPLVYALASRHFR
PHOSPHO1 inh – inhibitors of human PHOSPHO1 phosphatase; Q8TCT1; recombinant PHOSPHO1, absorbance phosphatase assay; inhibition, % at 13.3 µM; 290,000 tested, 1.1% active; in the data active = inhibition above about 60%
V1R ag counter – activates human V1a receptor in oxytocin agonist counter-screen. CHO-V1R cells, Fluo-8 calcium fluorescence, agonist mode; 0% DMSO, 100% 3 nM vasopressin. activation, % at 3 µM. AID 2797. 320,000 tested, 0.25% active. P37288;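 active = activation above the mean activation of all tested compounds plus 3 SD, per screening run, cut at about 20% in these data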;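 note: signal is peak over basal fluorescence ratio across a 100 second FLIPR read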
GPR7 antag – antagonists of human GPR7 (neuropeptides B/W receptor 1); GPR7-expressing cells, fluorescence antagonist assay; inhibition, % at 4.4 µM; 290,000 tested, 1.1% active; in the data active = inhibition above about 16%, passing the limit was not always enough;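 note: cells stimulated with the agonist NPW; 0% = agonist with vehicle and 100% = vehicle without agonist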
NALP1 inh – inhibitors of NALP1 inflammasome in yeast; inhibition, % at 10 µM; 280,000 tested, 0.61% active; S. cerevisiae NALP1/ASC/caspase-1 growth, X-gal OD620, 72 h; in the data active = inhibition mostly above about 24%, no sharp cut-off; inactive = mostly below about 32%; note: some compounds called inactive have numbers as strong as hits
Active calls of the source: *; nt = no result given; [ ] = remark or other dose. Rows were taken by chance; about 5.4% have a hit in one of these screens.

canonical_smiles,GalR3 antag,NALP1 inh,GPR7 antag,MEKK3 PB1 HTS,MEKK2wt PB1 HTS,V1R ag counter,OXTR agonist,PHOSPHO1 inh,MEKK2mut PB1 HTS
COc1ccc(CNC(=O)COc2cccnc2[N+](=O)[O-])cc1,-2.2,-6.2,5.1,98.0,102.0,1.9,-0.8,39.9,5.0
CNC(=O)c1cc(C(=O)c2ccc(C(F)(F)F)cc2)c[nH]1,-5.9,27.4,13.7,99.0,108.0,4.5,2.8,39.9,-1.0
COCCC1CCCCN1C(=O)c1ccc2nc(Cc3ccccc3F)oc2c1 (configuration not stated),-3.8,16.1,0.0,107.0,108.0,2.2,1.2,43.1,8.0
COc1cc(CNC(C)(C)CO)cc(Br)c1OCc1ccc(Cl)cc1Cl,-5.8,58.2*,29.5*,97.0,135.0,7.0,13.3,-6.9,1.0
O=S(=O)(Nc1ccc2ccccc2n1)c1ccc2c(c1)CCO2,-2.9,11.5,-13.9,89.0,94.0,3.1,2.0,-14.3,-16.0
O=C(COc1ccc(F)cc1Br)NCc1ccccn1,-1.3,nt,1.0,121.0,102.0,0.9,-0.1,-16.2,2.0
Cn1c(=O)c2c(nc(-n3ccnc3)n2Cc2ccc(Cl)cc2Cl)n(C)c1=O,0.3,-7.2,1.0,95.0,95.0,0.3,-1.1,3.3,0.0
Cc1ccccc1N1C(=O)CSC1=C(C#N)C#N,11.3,7.6,-9.8,104.0,100.0,1.6,2.0,-93.6,0.0
CCOc1ccc(Nc2nc(N)c([N+](=O)[O-])c(N3CCN(C)CC3)n2)cc1,3.2,12.4,-19.6,104.0,106.0,0.9,-1.1,30.8,5.0
CCOC(=O)/C(C#N)=C/c1cn(CCOc2ccccc2)c2ccccc12,-4.2,21.2,-5.2,126.0,110.0,1.4,-0.1,4.1,0.0
COc1ccccc1N1CCN(C2CCCN(S(=O)(=O)c3ccc(C)cc3)C2)CC1 (configuration not stated),-0.6,22.6,-23.0,100.0,102.0,3.2,1.5,52.9,3.0
Cc1ccc(C(=O)Nc2cccc([N+](=O)[O-])c2)cc1S(=O)(=O)Nc1ccc(C(=O)O)cc1,-3.1,-3.1,-8.2,105.0,97.0,0.5,-0.5,1.8,-12.0
CC(Oc1ccccc1)C(=O)NCc1cccnc1 (configuration not stated),-3.0,14.2,-10.8,84.0,91.0,0.1,0.4,23.5,-8.0
COc1ccccc1NC(=O)CCS(=O)(=O)c1ccc2c(c1)oc(=O)n2C,5.0,7.5,-9.1,99.0,102.0,1.3,-0.4,27.9,2.0
O=C(CCSc1ccc(Cl)cc1)N1CCOCC1,-2.4,-9.5,0.9,93.0,100.0,1.0,-1.0,-0.9,2.0
COc1cccc(-n2c(SCC(=O)Nc3nccs3)nnc2-c2ccoc2C)c1,-0.1,-20.1,-0.3,83.0,84.0,-1.6,-1.4,-12.8,2.0
CC(C)/C=C1\CC/C(=C\c2cccnc2)C1=O,-3.0,-5.6,7.3,104.0,102.0,-0.3,-1.7,2.0,6.0
Cc1cc2c(cc1S(=O)(=O)N1CCN(c3ccccc3)CC1)OCC(=O)N2,nt,8.8,-8.4,104.0,97.0,4.5,4.4,22.8,-3.0
COCCOC(=O)c1c(C)oc2ccc(OCc3ccccc3)cc12,-2.7,30.3,-3.4,83.0,88.0,0.4,-2.3,-8.2,-3.0
O=C(N1CCCCC1)N1CCC(c2nc3ccccc3[nH]2)CC1,-5.2,nt,-1.5,1.0*[inhibitor],2.0*[inhibitor],0.5,-0.2,-5.6,-3.0
COc1ccc(-c2cc3c(=O)n(CC(=O)NCCN4CCCC4)nc(C)n3n2)cc1,2.3,17.5,-1.6,101.0,110.0,-0.1,0.8,11.6,4.0
O=C(NCCS(=O)(=O)c1ccc(Br)cc1)c1c(F)cccc1F,1.4,-5.1,12.2,106.0,111.0,-0.6,-1.2,4.6,5.0
CCOc1cc(/C=N/NC(N)=O)ccc1OC(=O)c1ccc(C)cc1,nt,-22.7,3.6,nt,nt,0.3,1.5,1.0,nt
O=C(NC1CCCCC1)C(c1ccccc1)N(Cc1ccco1)C(=O)c1csnn1 (configuration not stated),-7.5,2.3,12.9,105.0,109.0,0.1,-2.0,43.3,8.0
O=C(O)CCCCCCNS(=O)(=O)c1ccccc1,-0.4,22.7,12.6,99.0,96.0,0.7,0.7,30.1,-3.0
COc1cccc2cc(C(=O)Oc3ccc(NC(C)=O)cc3)c(=O)oc12,6.4,7.7,-7.3,95.0,92.0,0.1,-1.1,1.1,1.0
Cc1ccc(C(=O)NN=C2CCCCCC2)s1,-0.3,7.9,-26.6,102.0,100.0,0.6,-1.2,21.2,-3.0
NC(=O)[C@@H]1CCCNc2c(I)cc([N+](=O)[O-])cc2C(=O)N[C@@H](CCC(=O)O)C(=O)N[C@@H](CO)C(=O)N1,nt,16.3,-8.7,97.0,101.0,-0.2,0.0,-3.7,2.0
Cc1ccc(OS(=O)(=O)c2cn(C)c(=O)n(C)c2=O)cc1C,-0.6,-22.2,6.3,105.0,101.0,3.6,1.0,25.6,0.0
COC(=O)C(C(=O)OC)c1ccccc1[N+](=O)[O-],-2.8,-27.5,-2.4,103.0,112.0,0.6,0.2,5.5,6.0

Whole records as entered above:
`O=C(N1CCCCC1)N1CCC(c2nc3ccccc3[nH]2)CC1` in the list: GalR3 antag: -5.2; NALP1 inh: nt; GPR7 antag: -1.5; MEKK3 PB1 HTS: 1.0*[inhibitor]; MEKK2wt PB1 HTS: 2.0*[inhibitor]; V1R ag counter: 0.5; OXTR agonist: -0.2; PHOSPHO1 inh: -5.6; MEKK2mut PB1 HTS: -3.0
`NC(=O)[C@@H]1CCCNc2c(I)cc([N+](=O)[O-])cc2C(=O)N[C@@H](CCC(=O)O)C(=O)N[C@@H](CO)C(=O)N1` in the list: GalR3 antag: nt; NALP1 inh: 16.3; GPR7 antag: -8.7; MEKK3 PB1 HTS: 97.0; MEKK2wt PB1 HTS: 101.0; V1R ag counter: -0.2; OXTR agonist: 0.0; PHOSPHO1 inh: -3.7; MEKK2mut PB1 HTS: 2.0

Going on with the list:
canonical_smiles,GalR3 antag,NALP1 inh,GPR7 antag,MEKK3 PB1 HTS,MEKK2wt PB1 HTS,V1R ag counter,OXTR agonist,PHOSPHO1 inh,MEKK2mut PB1 HTS
NC(=O)c1cc(S(=O)(=O)NCc2ccc(Br)cc2)cs1,1.3,3.1,-8.4,99.0,102.0,0.2,0.1,39.9,-2.0
COc1ccc(/C=N/Nc2nc(C)cc(-c3ccccc3)n2)c(OC)c1,-9.4,8.3,-3.2,101.0,103.0,1.1,-0.2,18.5,4.0
Nc1nc2n(n1)C(c1cccs1)CC(c1ccc(F)cc1)N2 (configuration not stated),-3.4,5.5,-8.3,100.0,102.0,0.5,0.8,18.1,2.0
CCCn1c(-c2cccnc2Cl)nc2cc(Cl)c(Cl)cc21,-8.2,50.4,6.4,92.0,91.0,-1.0,-0.8,-7.7,-3.0
O=C(c1cnn(C(=O)c2ccccc2)c1)c1ccccc1O,-3.4,1.0,-4.6,105.0,102.0,-0.8,-0.6,18.8,3.0
Cc1cc(C)c2cc(CN(CCCN(C)C)C(=S)NCc3ccccc3)c(=O)[nH]c2c1,-2.9,1.1,5.3,100.0,117.0,4.7,4.7,39.5,11.0
CCCn1c(N2CCOCC2)nc2c1c(=O)[nH]c(=O)n2C,-3.5,12.2,0.2,93.0,99.0,0.8,0.3,15.4,-2.0
CC(C)C[C@H](NC(=O)N1CC(=O)Nc2ccccc21)C(=O)N[C@H](Cc1ccccc1)C(=O)O,0.1,-7.6,-7.8,102.0,102.0,0.0,0.1,33.8,1.0
CC(=O)Nc1ccc(OCC(O)Cn2nc(C)c(C)c2C)cc1 (configuration not stated),-6.6,0.2,-6.1,101.0,102.0,0.0,2.0,19.9,4.0
COC(=O)c1sc(NC(=O)c2ccc(OC)cc2OC)nc1C,-4.7,nt,-11.7,104.0,100.0,0.7,1.1,nt,0.0
Cn1c(=O)c2cn3ncccc3c2n(C)c1=O,nt,12.4,12.2,97.0,96.0,nt,nt,-6.1,1.0
C/C(=N/NC(=O)Cn1nc2ccccc2n1)c1ccc(F)cc1,0.8,22.2,-3.1,104.0,108.0,2.1,1.0,-4.4,1.0
COC(=O)c1ccc([N+](=O)[O-])c(CS(=O)(=O)c2ccc(Cl)cc2)c1,-11.2,25.5,7.2,106.0,106.0,3.1,-2.3,15.0,2.0
O=C(c1cccc(S(=O)(=O)Nc2ccc(Br)cc2)c1)N1CCC1,-5.8,-3.5,-14.6,100.0,110.0,3.2,2.1,51.0,7.0
Fc1ccc(OCCCCCCN2CCCC2)cc1,-7.4,-1.6,2.3,97.0,105.0,0.4,1.6,15.9,3.0
O=C(COC(=O)C1CCCN1C(=O)C12CC3CC(CC(C3)C1)C2)c1ccc(Br)cc1 (configuration not stated),-3.1,9.7,-7.7,89.0,90.0,-0.6,-1.5,-11.7,-5.0
Cc1cccc(NC(=O)c2nc[nH]c2C(=O)N[C@@H](C)C(=O)OCc2ccccc2)c1,-7.4,nt,nt,90.0,90.0,-0.7,-2.3,11.1,-8.0
O=C(Nc1ccc(Oc2cccnc2)nc1)c1ccc(C(F)(F)F)cc1,76.7*,15.4,20.0*,82.0,82.0,10.0,10.7,18.9,-24.0
COc1ccc(NC(=O)Nc2ccc(F)cc2F)cc1,-6.3,7.7,-6.0,104.0,102.0,1.3,-0.6,18.0,4.0
O=C(c1ccco1)N1CCN(Cc2nc3cc(Cl)ccc3c(=O)[nH]2)CC1,-4.1,-0.4,-11.6,104.0,83.0,-0.2,0.7,8.0,-10.0
COc1ccc(C(=O)CSc2nnc(CNC(=O)c3ccc(S(=O)(=O)N(C)C)cc3)o2)cc1,-3.4,7.0,-16.0,100.0,100.0,0.9,-0.2,19.0,4.0
O=C(O)c1ccc(-c2ccccc2)[nH]1,-2.8,0.5,-3.5,88.0,89.0,0.9,2.5,2.6,-2.0
COc1ccc2c(c1)C1=C(CC2)C(c2ccc(C)cc2)NC(=S)N1 (configuration not stated),-2.9,-5.5,-14.1,107.0,99.0,-1.2,-1.4,11.1,10.0
O=C(Oc1ccc(N(Cc2cccs2)C2=NS(=O)(=O)c3ccccc32)cc1)c1ccccc1,-3.7,1.8,3.1,106.0,104.0,1.1,0.6,-7.1,3.0
O=Nc1c2ccc[nH]c-2c2ccc([N+](=O)[O-])cc12,-6.1,6.7,-1.2,104.0,96.0,-0.1,-1.4,32.5,-4.0
CC(=O)NCCNS(=O)(=O)c1ccc(C)c([N+](=O)[O-])c1,0.7,13.9,-0.1,86.0,85.0,-0.1,1.4,-24.8,-17.0
N/C(=N\OC(=O)Nc1ccc(Cl)cc1)c1ncc(C(F)(F)F)cc1Cl,-0.2,0.0,-5.9,102.0,99.0,2.0,4.7,3.9,2.0
O=C(C[n+]1cccc(NC(=O)c2ccccc2)c1)c1ccccc1,-4.3,36.9,-7.4,nt,nt,0.8,0.2,7.0,nt
S=c1nc(C2COc3ccccc3O2)[nH][nH]1 (configuration not stated),-4.1,-6.7,-5.0,97.0,97.0,0.1,1.4,36.7,-5.0
Cc1ccc(S(=O)(=O)Oc2ccccc2/C=N/N=C(N)N)cc1,-9.9,7.0,-11.2,115.0,149.0*,1.6,0.5,39.4,19.0

Screening data as filed in PubChem BioAssay.
